# Screening results (PubChem)
# Giardia FBPA inh: Giardia lamblia aldolase inhibition; 0.71% of 290,000 active; purified Giardia FBPA; Potency, µM (top dose mostly 59.6 µM), without a hit: at the highest dose activity, negative = inhibition, actives largely listed as inhibitors; further: potency means the concentration at half of the fitted maximal effect; on the % scale 0 is the no-effect control and ±100 the full control effect; nearly all actives have a fitted effect of over 55% in size
# Target sequence (A8B2U2 whole entry, looked up): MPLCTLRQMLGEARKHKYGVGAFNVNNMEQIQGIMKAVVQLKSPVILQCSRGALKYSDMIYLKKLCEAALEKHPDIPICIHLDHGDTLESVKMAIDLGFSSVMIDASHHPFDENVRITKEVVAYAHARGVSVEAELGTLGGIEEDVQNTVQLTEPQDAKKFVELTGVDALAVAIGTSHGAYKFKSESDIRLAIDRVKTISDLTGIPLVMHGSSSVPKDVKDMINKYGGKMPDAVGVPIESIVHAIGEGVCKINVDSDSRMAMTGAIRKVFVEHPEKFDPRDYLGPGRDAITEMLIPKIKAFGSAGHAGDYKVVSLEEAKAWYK
#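 40 nM FBPA preincubated 10 min at RT with compound (up to 57.5 uM final), then substrate plus GAPDH/TPI/NAD/arsenate coupling and diaphorase/resazurin added. Fluorescence read after 20 min at RT, 525/598 nm.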
# Shiga toxin inh: inhibitors of Shiga toxin in Vero cells; Vero cells, Shiga toxin protein synthesis inhibition reporter; inhibition, % at 38.7 µM; AID 2315; 9.2% of 290,000 active; in the data active means inhibition mostly above about 28%, no sharp cut-off; inactive means mostly below about 43%; further: 0% is about no effect
# CHX counter: affects cycloheximide protein synthesis inhibition readout, counter-screen; 12% of 300,000 active; AID 2314; max response, %; cell reporter, cycloheximide protein synthesis inhibition counterscreen; in the data active means max response mostly above about 13%, no sharp cut-off; inactive means mostly below about 14%; further: read at 38.3 µM for the half of the compounds with a filed dose; 0% is about no effect
# Sm TGR block: S. mansoni TGR enzyme inhibition | Q962Y6 | purified TGR, DTNB reduction, TNB absorbance 405 nm | Potency, µM (doses to about 114 µM), inactives show top-dose activity change, negative = inhibition, actives largely listed as inhibitors | 3% of 360,000 active; further: potency means the concentration at half of the fitted maximal effect; on the % scale 0 is the no-effect control and ±100 the full control effect; nearly all actives have a fitted effect of over 60% in size
#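 Kinetic colorimetric format: TGR-catalysed, NADPH-driven DTNB reduction monitored via TNB absorbance. Enzyme dispensed at 20 nM; compound exposure 15 min at room temperature before reaction start.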
# Pf growth 96h: inhibits malaria parasite growth, 96 h. P. falciparum luciferase reporter growth, 96 h. Potency, µM (top dose mostly 28.7 µM), for inactives: at the top dose activity change, negative = inhibition, hits mostly inhibitors. 6.9% of 320,000 active. AID 504834; further: potency means the concentration at half of the fitted maximal effect; on the % scale 0 is the no-effect control and ±100 the full control effect
#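 P. falciparum expressing integrated firefly luciferase grown in erythrocytes (2% hematocrit, 0.05% parasitemia final) with compounds for 96 hours at 37 C, 5% CO2. Growth inhibition read as loss of luminescence after adding luciferase detection reagent.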
# Pf growth 48h: P. falciparum growth inhibition at 48 hours (one generation). Potency, µM (top dose mostly 28.7 µM), without a hit: top-dose activity change, negative = inhibition, actives largely listed as inhibitors. AID 504832. P. falciparum luciferase growth in erythrocytes, 48 h. 5.9% of 310,000 active; further: potency means the concentration at half of the fitted maximal effect; on the % scale 0 is the no-effect control and ±100 the full control effect
#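 Parasite viability was followed by luminescence of a genomically integrated firefly luciferase. Cultures held 0.1% parasitemia at 2% hematocrit (final), incubated under 5% CO2 at 37 C.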
# Numbers without * were called inactive; u = inconclusive; x = no result given; & = joins results of further samples; [ ] = remark or other dose. Unless noted, the call rests on the fitted dose curve; in most records, active means well fitted curve in the direction sought with a large enough effect; inconclusive means small, poorly fitted or top-dose-only effect, or another doubt; inactive means no such curve, though single readings can be large; an effect the other way counts as inactive or inconclusive.
SMILES,Giardia FBPA inh,Shiga toxin inh,CHX counter,Sm TGR block,Pf growth 96h,Pf growth 48h
O=C1c2cccc3cccc(c23)C(=O)N1CC1CCN(CC(O)COc2ccc3ccccc3c2)CC1 (stereo not drawn),x,128*,72*,-26%,1%,-4%
CC(C)(O)C(=O)NN(C(=O)c1ccccc1)c1ccc2ccccc2c1,2%,-17,14,5%,-1%,2%
O=c1cc(-c2ccncc2)oc2ccccc12,8%,23,10,13%[11.4 µM],15%,x
C=CCN1CCN(C(c2ccccc2OC)c2nnnn2C(C)(C)C)CC1 (stereo not drawn),-17%,-21,-2,0%[57.1 µM],u,-1%
O=C(Cc1ccccc1)Nc1cccc(NC(=O)c2cccs2)c1,-8%,4,1,12%,u,u
Cc1cccc2c1N(C(=O)c1ccco1)C(C)(C)c1ssc(=S)c1-2,-9%,-6,-2,2%,5.2µM*,u
CCOC(=O)c1ccc(NC(=O)CSc2ncccn2)cc1,3%,76,27*,-21%,-1%,27%
CCOC(=O)N1CCN(C(=O)c2cc(Cl)c(Cl)cc2C(=O)O)CC1,2%,-10,-4,-34%,-1%,3%
Cc1cc(SCC2=NNC(=O)C2)c(Cl)cc1Cl,10%,-12,-1,-3%,7%,71%[activator]
O=C(Nc1ccc(S(=O)(=O)Nc2ncccn2)cc1)c1cncc(Br)c1,-4%,-17,-3,4%,283%[activator],0%
CCCCNC(=O)COC(=O)C1CCN(S(=O)(=O)c2ccc3c(c2)OCCO3)CC1,x,x,x,-15%,0%,2%
c1ccc(NC2=Nc3ccccc3CS2)cc1,16%,99*,31*,-1%,108%[activator][5.75 µM],147%[activator]
CCCN1CCN(CCCNC(=O)Cn2nc(C)n3c(cc4cc(OC)ccc43)c2=O)CC1,x,19,1,-6%,31%[activator],15%
CC(CC(=O)O)CC(=O)Nc1cccc([N+](=O)[O-])c1 (stereo not drawn),-1%,-9,-2,16%,18%,13%
COc1ccc(CC(=O)NNC(=O)c2ccncc2)cc1,3%,-2,-2,14%,-10%,6%
C=CCN(c1ccccc1)S(=O)(=O)c1ccc2c(c1)NC(=O)C(C)C(=O)N2 (stereo not drawn),-6%,6,1,-17%,18%,9%
COCCCNC(=O)c1ccc2c(=O)n(Cc3ccc(OC)cc3)c(=O)[nH]c2c1,4%,-4,5,9%&4%,u,-29%
O=S1(=O)N=C(SCCO)c2ccccc21,8%,-24,-7,-30%,u,9%
COc1ccc(N(Cc2ccco2)C(=O)c2ccccc2F)cc1OC,9%,27,8,-30%,5%[5.75 µM],u
CCOC(=O)C1(Cc2ccccc2C)CCCN(C(=O)c2ccoc2)C1 (stereo not drawn),x,71*,44*,-20%,u,u
CC1=Nc2ccccc2N=C(N)C1c1ccccc1 (stereo not drawn),-9%,67*,40*,x,12%,62%[activator]
Cn1nccc1C(=O)c1ccc(Cl)cc1,0%,5,2,u,-33%,x
Cc1cccc(N2CCN(C(=O)c3ccc4nc(N5CCCCC5)sc4c3)CC2)c1C,4%,31,3,7%,u,u
CCOC(=O)N1CCN(C(=O)COC(=O)C2CCN(S(=O)(=O)c3c(Cl)cccc3Cl)CC2)CC1,x,x,x,-2%,-11%,u

# Part of the list above in order of SMILES length, rising:
SMILES,Giardia FBPA inh,Shiga toxin inh,CHX counter,Sm TGR block,Pf growth 96h,Pf growth 48h
Cn1nccc1C(=O)c1ccc(Cl)cc1,0%,5,2,u,-33%,x
COc1ccc(CC(=O)NNC(=O)c2ccncc2)cc1,3%,-2,-2,14%,-10%,6%
CCOC(=O)C1(Cc2ccccc2C)CCCN(C(=O)c2ccoc2)C1 (stereo not drawn),x,71*,44*,-20%,u,u

# Continued.
SMILES,Giardia FBPA inh,Shiga toxin inh,CHX counter,Sm TGR block,Pf growth 96h,Pf growth 48h
CCN1CNC(=S)N(Cc2ccccc2)C1,5%,-4,-1,-18%,u,11%
Cc1cc(C(=O)CN2C(=O)NC3(CCCc4sccc43)C2=O)c(C)n1-c1ccc(Cl)cc1 (stereo not drawn),2%,-4,1,2%,u,9.3µM*
Cc1[nH]c2ccccc2c1CCNC(=O)CCC(=O)c1ccccc1,0%,-5,13,-4%,u,1%
COc1cccc(C(C(=O)NC2CCCC2)N(C(=O)c2ccco2)c2ccccc2)c1OC (stereo not drawn),-3%,1,-3,-3%,-19%,9.3µM*
CC(C)CN(C(=O)COC(=O)C1=COCCO1)c1c(N)n(Cc2ccccc2)c(=O)[nH]c1=O,x,x,x,1%,6%,-26%
O=C(NC(=S)NCc1ccccc1)c1cccs1,x,25,14,79µM*,15%,-18%
Cn1c(SCC(=O)NC(=O)NCc2ccco2)nnc1C(F)(F)F,6%,-13,-3,3%,u,x
CC(C)c1ccc(NC(=S)NCc2cccs2)cc1,0%,31,21,14%,u,x
Cc1cccc(-n2c(-c3csc(C(C)C)c3)n[nH]c2=S)c1,16%,22,13,8%,x,0%
Cc1ccc(-c2nc3ccccc3[nH]2)s1,u,64*,52*,-33%,11%,-3%
Cc1cc(C)c(N(C(=O)CN2C(=O)c3ccccc3S2(=O)=O)C(C(=O)NCC2CCCO2)c2ccc(F)cc2)c(C)c1 (stereo not drawn),-2%,-3,-2,-5%,15%,-2%
Cc1ccc(NC(=O)COC(=O)c2ccn(C)n2)cc1,-4%,19,20*,4%,5%,19%
Clc1ccccc1OCc1nc(-c2ccncc2)no1,-1%,86*,49*,2%,u,143%[activator]
O=C(Nc1ccc2c(c1)OCO2)C1CCCN1C(=O)Nc1cccc(F)c1 (stereo not drawn),10%,15,15,1%,x,u
O=C(NN1CCOCC1)c1ccc(S(=O)(=O)N2CCCCC2)cc1,1%,15,1,6%,37%[5.75 µM],10%
O=C(NNC(=O)c1ccccc1Br)c1ccc(SCC2CCCO2)c([N+](=O)[O-])c1 (stereo not drawn),6%,-10,-2,2%,-3%,-10%
CCOC(=O)c1sc(NC(=O)/C=C/c2cnn(C)c2C)c(C(=O)OCC)c1C,5%,-4,1,10%,7%,32%[activator]
CCCNC(=O)c1cc(-c2ccc(OC)cc2)on1,1%,70*,51*,-2%,u,166%[activator]
COc1ccc(/C=N/c2c(-c3ccc(OC)cc3)nc3n2CCS3)cc1,-3%,31,15*,u,u,15%
O=C(c1cccs1)N1CCC(c2nc3c(nnn3Cc3cccc(Cl)c3)c(=O)[nH]2)CC1,-11%,-8,-1,-2%,13%,4.7µM*
COc1ccc(N=Cc2c(O)n(C)c(=O)[nH]c2=O)cc1,-6%,-2,1,7%,-16%,2%
Cc1ccc2c(CN3CCCCC3CCO)cc(=O)oc2c1 (stereo not drawn),-19%,-2,12,25µM*,16%,-3%
Cc1cc(C)c(NC(N)=S)c(C)c1,-13%,10,-1,24%,-18%,-15%
N#Cc1sc(NCc2ccccc2)nc1Cl,-2%,18,19,-5%,u,-3%

# An excerpt from above, reduced to Pf growth 96h, CHX counter and Shiga toxin inh:
smiles,Pf growth 96h,CHX counter,Shiga toxin inh
Cc1cc(C)c(NC(N)=S)c(C)c1,-18%,-1,10
O=C(c1cccs1)N1CCC(c2nc3c(nnn3Cc3cccc(Cl)c3)c(=O)[nH]2)CC1,13%,-1,-8

# Additional structures
SMILES,Giardia FBPA inh,Shiga toxin inh,CHX counter,Sm TGR block,Pf growth 96h,Pf growth 48h
COc1ccc(NC(=O)CN(C)S(=O)(=O)c2ccc3c(c2)OCCO3)c2ncccc12,-5%,11,-2,17%,-2%,4%
O=C(NC1CCCCCC1)c1cc2ccccc2oc1=O,16%,43*,43*,-2%,133%[activator],293%[activator]
O=C(NC1CCCC1)C(c1ccncc1)N(Cc1cccs1)C(=O)c1csnn1 (stereo not drawn),-11%,-1,11,u,x,u
CC1CCN(CCCn2c(=S)[nH]c3ccccc3c2=O)CC1,7%,-13,8,4%,94%[activator],-3%
CCSc1nc(O)c(Cc2ccccc2)c(=O)[nH]1,6%,-7,5,0%,x,3%
CCOC(=O)c1c(C)[nH]c(C(=O)N2CCc3cc(OC)c(OC)cc3C2)c1C,x,x,x,1%,u,-23%
CCOC(=O)N1CCN(C(=O)CCS(=O)(=O)c2ccc3c(c2)CC(C)N3C(=O)CC)CC1 (stereo not drawn),x,13,-3,22µM*,15µM*,1%
O=C(Nc1ccccc1-c1nc2ccccc2s1)c1ccco1,-1%,106*,39*,44%[activator],4%,1%
Cc1ccc(C(NC(=O)NCCCN2CCOCC2)=C(Cl)Cl)cc1F,0%,-4,-1,-18%,x,u
Cc1cc(C)cc(NC(=O)Cn2nnc(C(=O)NCc3ccco3)c2N)c1,2%,-17,7,1%&0%,u,3%
Cc1onc(-c2c(F)cccc2Cl)c1C(=O)Nc1ccc(S(=O)(=O)Nc2ncccn2)cc1,10%,-10,-3,0%,u,9%
Cc1nnc(N)s1,5%,-15,-2,-1%,18%,13%
O=C(Cn1cnc2c(oc3ccccc32)c1=O)NCc1ccccc1,6%,17,2,1%,60%[activator],26%
Cc1c(Cc2ccccc2)c(=O)oc2cc(OCC(=O)NC(Cc3ccc(Cl)cc3)C(=O)O)ccc12 (stereo not drawn),7%,-13,-3,0%,3%,7%
Cc1ccc(Cl)cc1NC(=S)N(Cc1cccnc1)Cc1ccccc1Cl,0%,-26,11,8%,20%,13µM*
CC1CCN(C(=O)COC(=O)c2nn(C)c(=O)c3ccccc23)CC1,x,-3,-4,4%,9%,17%
CCN1CCN(S(=O)(=O)c2ccc(Cl)c(C(=O)NC3CCCC3)c2)CC1,x,x,x,1%,1%,31%[activator]
CNC[C@H](CC1CCCCC1)NC[C@H](CO)NCC1(c2ccccc2)CC1,20%,-3,-2,0%,u,u
C=CCSc1nnc(C)c(/C=C/Nc2ccc(Cl)cc2)n1,-12%,4,-3,1%,u,u
O=C1CCCC2=C1C(c1cccs1)n1nc(SCc3ccccc3F)nc1N2 (stereo not drawn),1%,-5,-2,-4%,3%,u
CC(=O)c1c(C)n(CCc2ccc(Cl)cc2)c2ccc(O)cc12,3%,x,0,3%,5.9µM*,11%
COc1cccc(C2=NOC(C(=O)NCC3CCCO3)C2)c1 (stereo not drawn),0%,-11,-2,0%,x,2%
CC1(C(=O)NCc2ccc(Cl)c(Cl)c2)Oc2cccnc2NC1=O (stereo not drawn),3%,-3,-7,2%,5.2µM*,u
CCCN(CCC)CCCNC(=O)Cn1cnc2sc(C)c(S(=O)(=O)N3CCC(C)CC3)c2c1=O,-4%,-5,-5,4%&2%,22%,-7%
C=CCc1c(NCCO)nc(C)[nH]c1=O,6%,32,20*,16%,u,45%[activator]
O=C(O)c1ccc(OCc2occc2C(=O)O)cc1,-7%,-11,-2,0%,x,3%
CNC(=O)CC1C(=O)N(c2ccc(Cl)cc2)C(=S)N1CCc1ccc(OC)c(OC)c1 (stereo not drawn),-4%,-19,-3,-15%,-5%,12µM*
Cn1cc(Cl)c(-c2nc3ccccc3[nH]2)n1,-5%,71*,26*,-1%,24%,x
COc1ccc(CCNC(=O)[C@H](C)N2C(=O)N3CCc4c([nH]c5ccccc45)[C@@]3(C)C2=O)cc1OC,-14%,17,7,13%,-5%,u
CCOC(=O)CC1=Nc2ccccc2NC(=O)C1,2%,-25,-4,-21%,x,14%
COc1ccc(N2C(=O)CC(C3CCCO3)C2=O)cc1 (stereo not drawn),2%,-3,-6,-4%[57.1 µM],194%[activator],19%
Cc1nc2ncnn2c(C)c1CCC(=O)NCCCN1CCN(c2cccc(Cl)c2)CC1,2%,-13,-2,79µM*,u,u
c1ccc(CSCc2ccccc2)cc1,x,x,x,1%,7%,-30%
Clc1ccc(C2=Nn3c(nnc3-c3n[nH]c4c3CCC4)SC2)cc1,7%,-9,-2,-7%,-10%,x
COC(=O)c1c(NC(=S)Nc2ccccc2Cl)sc(C)c1C,-3%,-20,-3,-3%,140%[activator],42%[activator]
